Source: PubChem (Broad Institute)
XiGFP reactiv: reactivates the inactive X chromosome in mouse fibroblasts. activation, % at 7.58 µM. AID 743238. actives 0.055% (n = 360,000). XiGFP mouse fibroblasts, % GFP-positive cells imaging, 3 d; cells co-treated with 5-aza-dC sensitizer; scaled so ellipticine positive control = 100%;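 active = mean normalized replicate activation at least 10% and every replicate at or above 10%; inconclusive = only one of the two criteria met; inactive = mean below 10% and not all replicates reach 10%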;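 also: 0% = median of on-plate neutral control wells and 100% = ellipticine 6 µM median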
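System: 68-5-11 XiGFP fibroblast line; Timing: 3 days compound exposure; Compound dosing: one concentration, pinned; Benchmarks: positive control ellipticine, 6 µM final; Buffer or medium: DMEM containing 5-aza-dC.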
CASP6 VEID inh: caspase-6 (human) enzyme inhibition; P55212; purified caspase-6, Z-VEID-R110 cleavage fluorescence; inhibition, % at 12.5 µM; actives 0.53% (n = 350,000); AID 686996;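 active = mean inhibition across replicates at least about 35%, with every replicate also reaching that limit, limit read from the data; inconclusive = only one of the two criteria met; inactive = neither criterion met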;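 also: 0% = median of neutral control wells and 100% = no fluorescence left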
Target sequence (P55212 24-179 limits assumed): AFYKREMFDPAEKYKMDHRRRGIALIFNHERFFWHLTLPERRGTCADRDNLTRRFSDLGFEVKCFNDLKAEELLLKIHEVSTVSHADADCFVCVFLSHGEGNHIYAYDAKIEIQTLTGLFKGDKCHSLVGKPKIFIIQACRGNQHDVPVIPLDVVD
Target sequence (P55212 194-293 limits assumed): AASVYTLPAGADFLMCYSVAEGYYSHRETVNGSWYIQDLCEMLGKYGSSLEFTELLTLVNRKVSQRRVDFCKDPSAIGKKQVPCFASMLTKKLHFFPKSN
RAD52 anneal inh: inhibitors of human RAD52 DNA annealing. P43351. recombinant RAD52 DNA annealing, FRET fluorescence. inhibition, % at 18.7 µM. actives 0.46% (n = 360,000). AID 651710;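 active = every replicate showing at least 50% inhibition; inconclusive = mean inhibition at least 50% but not in every replicate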
GSIS activator: GLuc luminescence reporter in INS-1E cells, primary screen for activators of glucose-dependent secretion of insulin | INS-1E GLuc reporter insulin secretion, 2-3 h | activation, % at 16.6 µM | actives 0.61% (n = 370,000) | AID 743287;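 active = lowest replicate activation of at least 40%, so every replicate reaches that level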;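 also: 0% = median of neutral control wells and 100% = median of IBMX positive control wells; some compounds called inactive have numbers as strong as hits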
RAD54 inh: blocks human RAD54 Holliday junction branch migration; Q92698; FAM/BHQ fluorescence; inhibition, % at 10.4 µM; actives 0.14% (n = 360,000); AID 602329;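 active = mean normalized replicate activity at least 40 and at least half of replicates scoring 40 or more; inconclusive = only one of the two criteria met; inactive = mean below 40 and under half of replicates reaching 40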;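 also: 0% = median of neutral control wells and 100% = median of positive control wells; inhibitors cause a drop in the FAM fluorescence signal; in these data hits start at about 50%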
Target sequence (Q92698 whole entry, looked up): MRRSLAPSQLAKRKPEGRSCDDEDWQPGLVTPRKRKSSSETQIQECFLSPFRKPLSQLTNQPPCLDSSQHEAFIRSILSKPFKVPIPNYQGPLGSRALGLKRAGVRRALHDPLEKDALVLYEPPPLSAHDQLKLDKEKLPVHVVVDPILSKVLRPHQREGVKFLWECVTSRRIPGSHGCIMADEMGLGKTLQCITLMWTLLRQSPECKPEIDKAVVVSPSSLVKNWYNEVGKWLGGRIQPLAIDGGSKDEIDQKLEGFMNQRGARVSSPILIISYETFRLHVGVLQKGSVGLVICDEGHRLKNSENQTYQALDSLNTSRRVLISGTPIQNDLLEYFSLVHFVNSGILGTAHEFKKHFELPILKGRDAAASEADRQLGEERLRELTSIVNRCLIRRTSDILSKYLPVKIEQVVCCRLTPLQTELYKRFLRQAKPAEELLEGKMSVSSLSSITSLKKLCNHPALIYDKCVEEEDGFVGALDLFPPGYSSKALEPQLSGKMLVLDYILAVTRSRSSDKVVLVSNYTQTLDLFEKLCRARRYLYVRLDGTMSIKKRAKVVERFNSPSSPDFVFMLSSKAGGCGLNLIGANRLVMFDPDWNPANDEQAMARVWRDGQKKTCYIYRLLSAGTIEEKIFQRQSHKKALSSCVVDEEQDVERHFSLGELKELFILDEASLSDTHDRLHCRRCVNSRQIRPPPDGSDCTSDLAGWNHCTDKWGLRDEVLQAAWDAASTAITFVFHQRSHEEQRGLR
DENV2 CPE rescue: inhibitors of DENV2 cytopathic effect. DENV2-infected cells, cytopathic effect rescue, plate reader. CPE inhibition, % at 9.99 µM. actives 1.7% (n = 350,000); in the data active = CPE inhibition above about 20%, passing the limit was not always enough; inconclusive = no clear call, values can overlap the other calls; tested in BHK-21 cells;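 also: 0% = median of neutral control wells and 100% = median of positive control wells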
CFTR F508del cor: CFTR F508del correction in bronchial cells. actives 0.36% (n = 350,000). CFBE cells, YFP halide quenching; stimulated with forskolin plus potentiator P3; % fluorescence drop versus neutral controls. activity (quench increase), % at 7.58 µM;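 active = mean added fluorescence quench of at least 8% versus neutral control, with both replicates also reaching 8%; inconclusive = only one of the mean or replicate conditions met; inactive = mean below 8% and not both replicates reaching 8%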;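 also: cells transiently co-express mutant CFTR-F508del with the halide-sensitive YFP; corrector assay measuring rescue of mutant channel to the surface after 24 h compound exposure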
E-selectin induc: induces E-selectin expression in human endothelial cells; P16581; HUVEC E-selectin immunofluorescence imaging; normalized: neutral wells 0, TNF-alpha wells 100; activation, % at 7.58 µM; actives 0.37% (n = 260,000); AID 686992;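 active = mean E-selectin-positive cell signal at least 10% of the positive control, reached in at least 60% of replicates, without over 20% cell loss; inconclusive = no rule given, readout overlaps actives, possibly toxicity-flagged; inactive = the rest, including those meeting only one limit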;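 also: in these data hits start at about 27%; measured in HUVEC primary endothelial cells; signal is the percent of cells scored E-selectin positive by PE staining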
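Assay system: HUVEC, human umbilical vein endothelial cells / Amount: 3,000 HUVEC/well / Controls: TNF-alpha positive control, DMSO neutral control / Compound dosing: single concentration / Medium: EGM-2 over gelatin coat / Evaluation: percent E-selectin-positive cells / Signal: immunofluorescence imaging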
The depositor's hits bear a star; i = inactive; ? = inconclusive; . = not tested or not shown; & = joins results of further samples.

SMILES	XiGFP reactiv	CASP6 VEID inh	RAD52 anneal inh	GSIS activator	RAD54 inh	DENV2 CPE rescue	CFTR F508del cor	E-selectin induc
CC(C)NC(=O)NCC[C@H]1CC[C@H](NS(=O)(=O)c2ccc(Oc3ccccc3)cc2)[C@H](CO)O1	0.1	0	2	3	3	4	0.4	1.6
CC(S(=O)(=O)c1ccccc1)S(=O)(=O)c1ccccc1	0.1	0	-5	1	-4	3	-3.9	1.9
CCCNC(=O)[C@H]1[C@H](CO)[C@H]2Cn3c(ccc(-c4ccccc4)c3=O)[C@H]2N1CC	0.0	-3	-9	17	9	.	0.1	-0.2
C[C@@H]1CN([C@H](C)CO)C(=O)CCCn2cc(nn2)CO[C@H]1CN(C)C(=O)Nc1cccc(Oc2ccccn2)c1	-0.2	-1&0	-4&-5	-7&8	-5&-12	-11&4	2.2&2.5	-1.6
C[C@@H]1CN([C@H](C)CO)C(=O)c2c(c3ccccc3n2C)-c2ccccc2CO[C@@H]1CN(C)S(=O)(=O)c1ccc(C#N)cc1	0.0	2	22	-2	0	4	2.6	-0.5
CCOc1ccc(-n2ccc(=O)c(C(=O)Nc3ccc(S(=O)(=O)Nc4ncccn4)cc3)n2)cc1	0.1	12	-6	2	-1	?	-2.0	.
C=CCn1c(-c2cccnc2)n[nH]c1=S	0.0	-2	-18	5	-9	-3	.	-1.5
O=C(c1cc(COc2ccc(F)cc2Cl)on1)N1CCCCC1c1cccnc1 (configuration not stated)	0.1	1	-13	19	8	1	-2.8	2.4
O=C(Cc1ccccc1)N[C@H]1CC[C@@H](CC(=O)N2CCOCC2)O[C@H]1CO	0.0	-2	14	16	-15	?	-0.1	0.0
C[C@@H]1CN([C@H](C)CO)C(=O)c2cc(-c3cncnc3)cnc2O[C@@H]1CN(C)Cc1ccc(Oc2ccccc2)cc1	-1.0	1&-2	14&14	-14	1&-2	10&0	-0.3&1.7	-0.2
O=C(CC1(CC(=O)N2CCOCC2)CCCC1)Nc1ccc(F)cc1	0.0	1	-3	-5	6	2	-0.9	0.6
CCOc1ccc(NC2CCN(C(C)=O)CC2)cc1	0.4	3	-11	.	-2	-5	1.5	0.0
O=C(C[C@H]1C[C@H]2c3cc(NC(=O)c4cccnc4)ccc3O[C@H]2[C@H](CO)O1)NCCc1ccccc1	0.4	1	14	-2	-2	4	-1.2	-0.2
CC(=O)c1ccc(OCC(=O)OC(C)C(=O)NC2CCCCC2C)cc1 (configuration not stated)	0.6	-2	-11	2	-4	-3	4.3	0.1
CCCCCCCC(=O)Nc1cc(C(=O)NCc2ccc(C)cc2)ccc1N1CCC2(CC1)CC(c1ccccc1)=NO2	0.0	-3	-5	4	3	27*	2.8	.
CCCNC(=O)N1[C@@H](C#N)[C@H](c2ccc(C#Cc3ccc(F)cc3)cc2)[C@@H]1CO	-0.1	-1	-36	-6	-2	-18	-3.3	-0.4
Cn1c(NCCN(CCO)CCCc2ccc([N+](=O)[O-])cc2)cc(=O)n(C)c1=O	0.0	-2	-13	4	1	5	3.7	-0.4
COc1ccc(Cc2nnc(NC(=O)Nc3ccccc3)s2)cc1OC	0.1	-6	-2	-1	5	-3	0.2	.
COc1cccc(SCc2noc(C(=O)NCCCN3CCOCC3)c2C(=O)NCCCN2CCOCC2)c1	0.0	.	.	18	-18	.	1.4	-0.2
C[C@@H]1CN([C@H](C)CO)C(=O)c2cc(NC(=O)CCC(F)(F)F)ccc2O[C@@H](C)CCCCO[C@@H]1CN(C)C(=O)CCC(F)(F)F	-0.1	-1	12	8	5	-11	1.1	.
C[C@H]1CN([C@@H](C)CO)C(=O)c2cc(C#Cc3ccccc3)cnc2O[C@H]1CN(C)C(=O)c1ccccn1	0.0	-2	7	0	-12	-3	1.8	-0.1
O=C(NCc1ccccc1)c1cc(C2CCCN(C(=O)CCCc3ccccc3)C2)on1 (configuration not stated)	0.1	3	-6	-28	-9	-10	-2.6	0.5
C[C@H]1CN([C@@H](C)CO)C(=O)c2cccc(NC(=O)c3ccncc3)c2O[C@H]1CN(C)S(=O)(=O)c1cccs1	0.1	-2	5	27	-3	-7	-2.9	-2.5
CCOc1ncccc1C(=O)N1CCN(S(=O)(=O)c2ccccc2)CC1	0.1	-6	-6	14	12	2	3.3	0.1
Nc1nc(N)nc(-c2ccccc2-c2nc(N)nc(N)n2)n1	0.0	-8	i	7	-7	5	-3.0	0.0
COc1ccccc1C(=O)OCC(=O)c1cccc([N+](=O)[O-])c1	0.2	-1	-5	6	.	-5	.	.
COc1ccc(-c2ccc([C@H]3[C@@H](CO)N4C(=O)CNC[C@@H]34)cc2)cc1	0.8	1	-27	-9	.	-9	0.9	0.7
C[C@H](CO)N1C[C@H](C)[C@H](CN(C)Cc2ccc(Cl)c(Cl)c2)Oc2ccc(NC(=O)C3CC3)cc2CC1=O	0.0	0	-27	-2	-9	18	1.6	-0.1
CC(C)NC(=O)C1(C)CSCC(=O)N1CC(F)(F)F (configuration not stated)	-0.1	-2	-4	-1	.	-12	-0.1	0.1
COC(=O)Cc1n[nH]c(=S)[nH]c1=O	.	9	-57	-11	-5	7	-4.2	.

A second format for part of the listing above.
CC(C)NC(=O)NCC[C@H]1CC[C@H](NS(=O)(=O)c2ccc(Oc3ccccc3)cc2)[C@H](CO)O1
- XiGFP reactiv: 0.1
- CASP6 VEID inh: 0
- RAD52 anneal inh: 2
- GSIS activator: 3
- RAD54 inh: 3
- DENV2 CPE rescue: 4
- CFTR F508del cor: 0.4
- E-selectin induc: 1.6
CC(S(=O)(=O)c1ccccc1)S(=O)(=O)c1ccccc1
- XiGFP reactiv: 0.1
- CASP6 VEID inh: 0
- RAD52 anneal inh: -5
- GSIS activator: 1
- RAD54 inh: -4
- DENV2 CPE rescue: 3
- CFTR F508del cor: -3.9
- E-selectin induc: 1.9

Additional records.
SMILES	XiGFP reactiv	CASP6 VEID inh	RAD52 anneal inh	GSIS activator	RAD54 inh	DENV2 CPE rescue	CFTR F508del cor	E-selectin induc
Cc1cccc(NC(=O)/C(=C\c2cccs2)NC(=O)c2ccccc2)c1	.	0	-2	-12	1	.	.	.
COc1ccc(OC)c(NC(=O)COC(=O)c2ccc(OC)c(S(=O)(=O)N3CCOCC3)c2)c1	0.0	0	-4	15	-3	4	1.3	.
O=[N+]([O-])c1ccc(O)c(/C=N/n2c(CO)nc3ccccc32)c1	-0.1	-3	-106	-53	-5	7	-4.4	.
O=C(NC(=O)c1ccccc1Cl)C(=O)Nc1ccc(Cl)cc1	0.0	0	-12	3	11	?	-3.4	0.0
O=C(NCCN1CCOCC1)C1CC(=O)N(c2ccc(Cl)cc2)C1 (configuration not stated)	0.0	-5	-5	-5	-1	10	-1.0	0.3
Cc1ccc(F)cc1NC(=O)COC(=O)c1ccc2ncsc2c1	-0.1	7	9	15	-8	-11	-1.0	-0.7
CCOc1ccc2ncc(S(=O)(=O)c3ccccc3)c(N3CCN(c4ccccc4)CC3)c2c1	0.0	-4	-16	21	.	-4	-3.4	.
CCCN1C[C@@H](C)[C@@H](OC)CN(C)C(=O)c2ccc(NC(=O)C3CCOCC3)cc2OC[C@@H]1C	0.0	-1	5	2	-3	3	-0.2	1.0
CC(=O)Nc1ccc(S(=O)(=O)C(C#N)c2nc3ccccc3nc2NCCCO)cc1 (configuration not stated)	-0.2	4	-28	5	0	4	1.8	-0.1
Cc1ccc(/C=C/C(=O)O)cc1S(=O)(=O)NCc1ccco1	0.0	9	-13	20	5	5	-2.4	-0.4
OC(CNC1CCCCC1)CNC1CCCCC1	0.4	-7	-10	0	6	5	0.6	-0.1
CN(C)CC#Cc1ccc([C@@H]2[C@H]3CN(C(=O)Nc4cc(F)ccc4F)CCCCN3[C@H]2CO)cc1	0.0	-2	28	36	14	5	-1.5	0.3
C=CCC1(N(C(C)=O)c2ccccc2C)CCCCC1	0.0	3	-3	5	.	3	2.5	1.0
COC(=O)[C@]1(C)N[C@H](CN(C)C(=O)c2ccccc2)[C@@H]2C(=O)N(Cc3ccccc3)C(=O)[C@@H]21	0.0	1	-10	0	-3	-8	-4.3	-0.2
CCCC[C@@H]1CNCCN1CCc1cc(C(F)(F)F)cc(C(F)(F)F)c1	0.0	.	5	-43	-14	8	1.6	-0.1
CC(c1nccs1)N(C)C(=O)CCc1nnc(Cc2c[nH]c3ccccc23)o1 (configuration not stated)	-0.1	0	-9	11	2	16	-0.8	.
CCCNC(=O)CSc1nnc(-c2ccc(F)cc2)o1	0.1	-1	-6	-4	.	-4	-2.1	.
CC(Oc1ccc(F)cc1)C(=O)Nc1ccc(S(=O)(=O)NC2=NCCCCC2)cc1 (configuration not stated)	0.2	-1	8	-5	12	-3	0.2	.
COc1ccc(OCC(=O)Nc2ccc(Cl)cc2)cc1	0.0	-2	-5	0	.	-4	-0.6	.
Cc1ccc(Cc2c(-c3cccc(Br)c3)nc3cc(C)c(Br)c(C)n23)cc1	-0.1	0	-19	9	8	-3	-1.1	0.2
O=C(N/N=C/c1cccnc1)C1CC1(c1ccccc1)c1ccccc1 (configuration not stated)	0.0	0	-8	-7	.	-2	5.3	5.5
O=C(COC(=O)c1cc(S(=O)(=O)N2CCOCC2)ccc1O)Nc1ccc2c(c1)OCO2	0.0	-1	-9	.	-3	10	-2.1	-0.7
CCOC(=O)N1CCC(N2Cc3cccc(C(=O)O)c3C2=O)CC1	0.0	1	-14	-8	0	0	0.2	-1.0
COc1cccc(NC(=O)N(C)C[C@@H]2OCc3ccccc3-c3ccccc3C(=O)N([C@@H](C)CO)C[C@H]2C)c1	0.2	-2	-7	12	-3	-6	0.1	7.8
CCN(CC)C(=O)CSc1nnc(-c2ccccn2)n1Cc1ccccc1	0.0	-3	-4	1	-3	.	0.9	-0.7
C/C(=N\NC(=O)c1ccccn1)c1ccc(C(=O)O)s1	0.0	3	-23	-14	.	-3	2.0	.
NC(=O)c1cc[n+](Cc2ccc([N+](=O)[O-])cc2)cc1	0.1	-1	-19	-6	-1	2	-2.6	.
COc1cc(S(=O)(=O)N2CCOCC2)ccc1NC(=O)COC(=O)c1ccc(Cl)nc1	0.3	15	-9	16	-5	3	-3.8	0.1
Cc1ccc(C(=O)OCC(=O)Nc2ccc(C(N)=O)cc2)s1	0.0	0	-21	-4	-8	-3	0.9	-0.3
O=C(NCC1CCCO1)C1CCCN(S(=O)(=O)c2ccc(Br)cc2)C1 (configuration not stated)	0.0	1	5	17	6	-4	-0.6	0.7
COC(=O)c1ccc(NC(=O)CN2CCN(CCO)CC2)cc1	0.3	-4	-14	-4	3	4	0.7	.
Cc1ccc2c(c1)C(c1ccc(F)cc1)N(C(=O)c1ccc(S(=O)(=O)N(C)C)cc1)CC(=O)N2 (configuration not stated)	0.0	5	9	-10	3	1	0.4	-0.3
O=C(Nc1cc(F)ccc1F)c1cccc(-n2cnnn2)c1	0.1	1	-10	7	.	-4	0.0	2.7
